Screening results (PubChem)
LmPK inh: LmPK (Leishmania mexicana) enzyme inhibition; purified LmPK, Kinase-Glo ATP luminescence, 1 h; Potency, µM (titrated, usually from 57.5 µM), for inactives: at the highest dose activity change, negative = inhibition, actives largely listed as inhibitors; 290,000 tested, 0.37% active; AID 1721; note: potency is the fitted concentration of half-maximal effect; % is set by controls: 0 for no effect and ±100 for the full control effect
Target sequence (Q27686 whole entry, looked up): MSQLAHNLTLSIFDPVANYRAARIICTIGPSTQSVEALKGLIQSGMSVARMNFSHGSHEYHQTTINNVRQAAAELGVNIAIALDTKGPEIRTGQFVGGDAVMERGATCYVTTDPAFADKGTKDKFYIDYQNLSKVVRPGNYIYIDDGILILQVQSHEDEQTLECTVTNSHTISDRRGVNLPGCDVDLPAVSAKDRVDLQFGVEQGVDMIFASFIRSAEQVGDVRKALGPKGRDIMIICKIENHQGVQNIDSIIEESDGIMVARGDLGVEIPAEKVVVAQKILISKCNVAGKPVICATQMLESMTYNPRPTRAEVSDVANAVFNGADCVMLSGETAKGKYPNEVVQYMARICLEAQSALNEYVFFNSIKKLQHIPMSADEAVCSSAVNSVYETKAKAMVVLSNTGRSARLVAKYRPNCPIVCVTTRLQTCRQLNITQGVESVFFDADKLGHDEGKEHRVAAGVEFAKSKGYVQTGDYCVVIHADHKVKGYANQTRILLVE
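Pyruvate kinase activity monitored as ATP production (luciferase luminescence). Conditions: 0.1 nM enzyme, 0.5 mM PEP, 0.1 mM ADP, 1 h, RT; normalized against uninhibited and no-enzyme wells.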
Cycloheximide cs: affects cycloheximide protein synthesis inhibition readout, counter-screen. max response, %. 300,000 tested, 12% active. cell reporter, cycloheximide protein synthesis inhibition counterscreen; in the data active = max response mostly above about 13%, no sharp cut-off; inactive = mostly below about 14%; note: read at 38.3 µM for the half of the compounds with a filed dose; 0% is about no effect
AMA1 RON2 block: disrupts binding of P. falciparum AMA1 to RON2; AID 720542; 360,000 tested, 0.2% active; Potency, µM (top dose mostly 58.2 µM), for the others: at the highest dose activity change, negative = inhibition, usual class: inhibitors; AlphaScreen AMA1-biotinylated RON2 peptide binding;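 note: potency is the fitted concentration of half-maximal effect; 0% = vehicle wells and -100% = peptide control; nearly all actives have a fitted effect of over 45% in size; some results filed as inactive show a strong effect at the top dose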
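AMA1 (3D7) with his tag at 25 nM final met compounds first, then biotinylated RON2 peptide at 25 nM; detection used donor plus acceptor beads, 10 µg/mL apiece, read by AlphaScreen after 30 min at room temperature.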
TbPYK inhibitor: inhibitors of Trypanosoma brucei pyruvate kinase; Q57TT1; TbPYK enzyme, Kinase-Glo Plus ATP luminescence, 45 min; Potency, µM (top dose mostly 76.8 µM), without a hit: at the top dose activity, negative = inhibition, most hits filed as inhibitors; 410,000 tested, 0.12% active; note: potency is the fitted concentration of half-maximal effect; % is set by controls: 0 for no effect and ±100 for the full control effect; nearly all actives have a fitted effect of over 50% in size
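Enzyme and substrate buffer are dispensed first and compound is pin-transferred. ADP at 130 uM final then starts the reaction, which runs 45 min at room temperature. Detection reagent is added for 10 min before luminescence is imaged.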
Pf growth 48h: inhibits P. falciparum growth in the first generation, 48 h; P. falciparum luciferase growth in erythrocytes, 48 h; Potency, µM (series often up to 28.7 µM), for the others: at the highest dose activity change, negative = inhibition, actives largely listed as inhibitors; 310,000 tested, 5.9% active; AID 504832; note: potency is the fitted concentration of half-maximal effect; % is set by controls: 0 for no effect and ±100 for the full control effect
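Luciferase-expressing P. falciparum in infected erythrocytes (2% hematocrit, 0.1% parasitemia final) in RPMI 1640/0.5% Albumax were exposed to compound for 48 hours at 37 C, 5% CO2; growth read as luminescence.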
Pf growth 96h: inhibits malaria parasite growth, 96 h; P. falciparum luciferase reporter growth, 96 h; Potency, µM (titrated, usually from 28.7 µM), for the others: at the top dose activity change, negative = inhibition, hits mostly inhibitors; 320,000 tested, 6.9% active; AID 504834; note: potency is the fitted concentration of half-maximal effect; % is set by controls: 0 for no effect and ±100 for the full control effect
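Plates of compound plus infected erythrocytes (2% hematocrit, 0.05% parasitemia final) incubate 96 hours, 37 C, 5% CO2. Detection reagent added; reduced luminescence from the parasites' luciferase reporter flags inhibition.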
Shiga toxin inh: inhibitors of Shiga toxin in Vero cells; Vero cells, Shiga toxin protein synthesis inhibition reporter; inhibition, % at 38.7 µM; 290,000 tested, 9.2% active; in the data active = inhibition mostly above about 28%, no sharp cut-off; inactive = mostly below about 43%; note: 0% is about no effect
* hit, by the source's call; u = inconclusive; x = not tested or not shown; & = joins results of further samples; [ ] = another dose, or the depositor's remark. Unless noted, calls come from the whole dose curve; as a rule, active = well fitted curve in the direction sought with a large enough effect; inconclusive = small, poorly fitted or top-dose-only effect, or another doubt; inactive = no such curve, though single readings can be large; an effect the other way counts as inactive or inconclusive. The order is random, and some 21% of all compounds hit somewhere here.

no. | molecule | AMA1 RON2 block | Pf growth 48h | Cycloheximide cs | Shiga toxin inh
1 | COC(=O)c1ccc(C(=O)OC)c(NC(=O)CN2CCN(c3ccc(OC)cc3)CC2)c1 | -2% | 0% | -2 | -11
2 | CCOC(=O)N1CCN(c2cc(=O)n(C)c(=O)n2C)CC1 | 10% | 14% | 6 | -1
3 | O=C(N/N=C/c1ccco1)C(O)C(O)C(=O)N/N=C/c1ccco1 (centres undefined) | 47%[activator] | -13% | -3 | 5
4 | Oc1c(N=Nc2ccccn2)ccc2ccccc12 | u | u | 36* | 79*
5 | Cc1occc1C(=O)N/N=C/c1ccc(OCc2ccccc2)cc1 | -2% | u | 45* | 63*
6 | O=C(Cc1ccccc1)NCCc1cccc(Cl)c1 | -12% | 78%[activator] | 13 | 12
7 | C/C(CCS(=O)(=O)c1ccccc1)=N/O | 30% | 10% | 6 | 9
8 | COc1ccc(C(=O)Nc2ccccc2C(=O)Nc2ccccn2)cc1 | -7% | 28% | 26* | x
9 | CCC(C)NS(=O)(=O)c1ccc(OCC(=O)Nc2ccc3c(c2)OCO3)cc1 (centres undefined) | -9% | x | 0 | 22
10 | COc1ccc(S(=O)(=O)N2CCC(C(=O)N3CCCCC3)CC2)cc1Cl | 5% | x | 2 | -7
11 | CC(NC(=O)c1cccc(Br)c1)c1ccccc1 (centres undefined) | -6% | 17% | -3 | 9
12 | O=S(Cc1ccc(Cl)cc1)c1ncc(CO)n1Cc1ccccc1 (centres undefined) | 0% | 7% | -1 | -4

no. | LmPK inh | Pf growth 96h | TbPYK inhibitor
1 | 9% | x | 2%
2 | -2% | 16% | -2%
3 | -2% | -1% | 1%
4 | 13µM* | 8.3µM* | u
5 | u | 10µM* | -4%
6 | 1% | u | 10%
7 | -5% | 29% | 8%
8 | -3% | -6% | 3%
9 | 10% | u | -8%
10 | -3% | u | -4%
11 | -3% | 29% | 5%
12 | 4% | -5% | 4%

Laid out differently: 8 of the compounds above.
[1] COC(=O)c1ccc(C(=O)OC)c(NC(=O)CN2CCN(c3ccc(OC)cc3)CC2)c1
[2] CCOC(=O)N1CCN(c2cc(=O)n(C)c(=O)n2C)CC1
[3] O=C(N/N=C/c1ccco1)C(O)C(O)C(=O)N/N=C/c1ccco1 (centres undefined)
[4] Oc1c(N=Nc2ccccn2)ccc2ccccc12
[5] Cc1occc1C(=O)N/N=C/c1ccc(OCc2ccccc2)cc1
[6] O=C(Cc1ccccc1)NCCc1cccc(Cl)c1
[7] C/C(CCS(=O)(=O)c1ccccc1)=N/O
[8] COc1ccc(C(=O)Nc2ccccc2C(=O)Nc2ccccn2)cc1
assay / entry,1,2,3,4,5,6,7,8
AMA1 RON2 block,-2%,10%,47%[activator],u,-2%,-12%,30%,-7%
Pf growth 48h,0%,14%,-13%,u,u,78%[activator],10%,28%
Cycloheximide cs,-2,6,-3,36*,45*,13,6,26*
Shiga toxin inh,-11,-1,5,79*,63*,12,9,x
LmPK inh,9%,-2%,-2%,13µM*,u,1%,-5%,-3%
Pf growth 96h,x,16%,-1%,8.3µM*,10µM*,u,29%,-6%
TbPYK inhibitor,2%,-2%,1%,u,-4%,10%,8%,3%

Next section
no. | molecule | AMA1 RON2 block | Pf growth 48h | Cycloheximide cs | Shiga toxin inh
13 | CCC(C(=O)N1CCC(N2CCCCC2)CC1)n1nc(C)c2sc3ccccc3c2c1=O (centres undefined) | 4% | u | -8 | -4
14 | COc1ccc(S(=O)(=O)N2CCCCCC2)cc1C(=O)NCc1cccs1 | 17%[11.6 µM] | 15µM* | x | x
15 | O=C(CCN1C(=O)C2C3C=CC(C4CC34)C2C1=O)OCC(=O)c1ccccc1 (centres undefined) | -18% | -3% | 12 | 10
16 | CC1=NCC(C)c2c1[nH]c1ccccc21 (centres undefined) | u | 11% | 3 | -12
17 | Cc1ccc(S(=O)(=O)c2c(N)n(/N=C/c3ccco3)c3nc4ccccc4nc23)cc1C | -10% | 2.1µM* | -9 | -12
18 | COc1ccc(C(=O)O/N=C(\N)c2cccc(C)c2)cc1OC | 10% | 59%[activator] | 36* | 45*
19 | CC1CC(C)CN(S(=O)(=O)c2ccc(C(=O)N(c3ccccn3)C3CCCCC3)cc2)C1 (centres undefined) | -4% | -8% | 2 | -9
20 | COc1ccccc1CNC(=O)c1cc2c(=O)[nH]c3ccccc3c2n1C | x | u | 1 | -12
21 | CCN(CC)CCNC(=O)NC(=O)c1ccc(Cl)cc1 | -5% | 16% | 1 | -4
22 | Cc1ccc(N2CCN(S(=O)(=O)c3ccc(F)cc3)CC2)c(C)c1 | 7% | -11% | -2 | -4
23 | NC(=S)NN=C1c2cc(S(=O)(=O)N3CCOCC3)ccc2-c2ccc(S(=O)(=O)N3CCOCC3)cc21 | 67%[activator] | u | -1 | -10
24 | Cc1cccc(OCC(O)Cn2c(-n3nc(C)cc3C)nc3c2c(=O)[nH]c(=O)n3C)c1 (centres undefined) | -4% | 5% | -2 | -16

no. | LmPK inh | Pf growth 96h | TbPYK inhibitor
13 | -7% | 29% | 0%
14 | x | u | -7%
15 | -4% | u | -4%
16 | 0% | u | -18%
17 | 1% | 3.3µM* | -6%
18 | 1% | u | -11%
19 | 1%[11.5 µM] | u | -7%
20 | -1% | -10% | x
21 | -4% | 16% | 1%
22 | 1% | u | -3%
23 | 2% | 7% | -4%
24 | -1% | 31%[activator] | -6%

(listing goes on)
no. | molecule | AMA1 RON2 block | Pf growth 48h | Cycloheximide cs | Shiga toxin inh
25 | COc1ccc(CNC(=O)C2CCC(CNc3c(N4CCCCC4)c(=O)c3=O)CC2)cc1 (centres undefined) | 6% | u | 8 | -6
26 | CC1C=CCC2C(=O)N(c3cccc(C(=O)Nc4ccc(F)cc4)c3)C(=O)C12 (centres undefined) | -12% | 26% | 9 | 1
27 | c1ccc(-c2ncc(-c3ccn[nH]3)s2)cc1 | 1% | 334%[activator] | 46* | 93*
28 | COc1ccc(N2CCN(C(=O)c3cc4ccccc4o3)CC2)cc1 | -3% | 3% | 10 | 13
29 | COc1cc(OC)cc(C(=O)NC2CCN(CC(=O)Nc3cccc4ccccc34)CC2)c1 | -7% | u | 1 | -3
30 | O=C(NCc1ccccc1Cl)c1ccc2ccccc2n1 | 8% | 63%[activator] | 52* | 86*
31 | CCC(/C=C1\Sc2ccc(OC)cc2N1CCO)=C\c1sc2ccc(OC)cc2[n+]1CCO | 0%[2.32 µM] | 0.59µM* | -5&1 | -3&-4
32 | CCN(/C=N/c1sc2c(c1C#N)CC(C)(C)NC2(C)C)CC | 17% | -1% | 1 | -18
33 | CCN1/C(=C2/SC(=S)N(NC(C)=O)C2=O)Sc2ccc(OC)cc21 | -2% | -24% | -2 | x
34 | O=C(c1ccco1)N(Cc1ccc(Cl)cc1)Cc1ccco1 | 1% | 18% | -3 | 14
35 | COCCNc1c(-c2cc3ccc(C)c(C)c3[nH]c2=O)nc2ccccn12 | -17% | 65%[activator] | 42* | 63*
36 | O=C(O)CSc1nc(-c2cccs2)cc(C(F)(F)F)n1 | 9% | 5% | 10 | 12

no. | LmPK inh | Pf growth 96h | TbPYK inhibitor
25 | 1% | -18% | -1%
26 | -3% | u | -12%
27 | u | 475%[activator] | -2%
28 | -5% | 52%[activator] | -4%
29 | 2% | u | -4%
30 | 8% | 42%[activator] | 1%
31 | 14µM* | 7.4µM* | u
32 | 3% | x | 5%
33 | 10% | u | 1%
34 | -12% | 93%[activator] | -8%
35 | 5% | -15% | -2%
36 | 6% | -15% | -1%

Next section.
no. | molecule | AMA1 RON2 block | Pf growth 48h | Cycloheximide cs | Shiga toxin inh
37 | O=C(CSc1nc2ccccc2o1)NCCOc1ccccc1 | 8% | 2% | -3 | 21
38 | COC(=O)c1sccc1S(=O)(=O)NCc1ccc(S(N)(=O)=O)cc1 | -3% | 22% | -2 | -6
39 | CCN(CCNS(=O)(=O)c1ccc2[nH]c(=O)sc2c1)c1ccccc1 | 5% | 0% | -4 | -3
40 | COc1ccc(CN(C)C(C)C(=O)Nc2ccc(S(=O)(=O)N3CCCC3)cc2)c(OC)c1OC (centres undefined) | x | 7.4µM* | 0 | -18
41 | S=c1nc2ccccc2c2nc(-c3cccnc3)[nH]n12 | 105%[activator] | 125%[activator] | -3 | -5
42 | CN=C1SC(CC(=O)Nc2ccc(F)cc2F)C(=O)N1/N=C(\C)c1cccc(OCC(=O)O)c1 (centres undefined) | 31%[activator] | u | 5 | 1
43 | Cc1cc(C)n2c(SCC(=O)N(C)C3CCCCC3)nnc2n1 | 6% | -13% | 1 | 5
44 | CC1C(=O)Nc2ccccc2N1C(=O)c1c(F)cccc1F (centres undefined) | -3% | -12% | -2 | -5
45 | CCOc1cc(CNC(CC)CO)ccc1OCC(=O)Nc1cccc(C(F)(F)F)c1 (centres undefined) | -4% | -14% | -5 | -11
46 | Cc1ccc(N=C2NC(=O)/C(=C/C=C/c3ccco3)S2)cc1C | -15% | u | 15 | 7
47 | Cc1ccc(S(=O)(=O)CCc2nnc(N)s2)cc1 | -12% | 37%[activator] | -2 | -6
48 | N#Cc1ccc(S(=O)(=O)N2CCCN(c3ccc(C(F)(F)F)cn3)CC2)cc1 | 14% | -10% | -1 | 16

no. | LmPK inh | Pf growth 96h | TbPYK inhibitor
37 | 1% | u | 4%
38 | -13% | 24% | 7%
39 | -1% | 11% | -1%
40 | -1% | 4.1µM* | x
41 | -11% | u | -20%
42 | 7% | u | -1%
43 | 3% | u | 2%
44 | 0% | -2% | 6%
45 | 3% | u | 0%
46 | -1% | u | -10%
47 | -2% | u | 4%
48 | 2% | u | 0%

Further compounds follow.
no. | molecule | AMA1 RON2 block | Pf growth 48h | Cycloheximide cs | Shiga toxin inh
49 | Cc1nc(Nc2nc3ccccc3o2)nc(C)c1C | 22% | 346%[activator] | 9 | 21
50 | O=C(CN1CCCC1)Nc1cc(F)ccc1F | 21% | 0% | -1 | 17
51 | Cc1ccc(S(=O)(=O)N2CCCC(C(=O)NCCC(C)C)C2)cc1 (centres undefined) | 18% | u | -5 | -5
52 | CCOc1ccccc1Nc1nc(-c2sc(NC(=O)c3cccc(Cl)c3)nc2C)cs1 | -6% | 6.6µM* | 13 | 49
53 | O=C(O)c1ccc(S(=O)(=O)N2CCCc3ccccc32)cc1 | -6% | 13% | -1 | -2
54 | Cc1ccccc1OCC(=O)NCCN1CCCC1 | 3% | 17% | -8 | -11
55 | COc1cccc(-c2cc(C(=O)N3CCOCC3)no2)c1 | 14% | 156%[activator] | 40* | 41
56 | CN(CC(=O)Nc1ccccc1Br)C(=O)CCC1CCCC1 | -2% | 15% | 57* | 45*

no. | LmPK inh | Pf growth 96h | TbPYK inhibitor
49 | 18µM* | 6% | u
50 | 0% | 22% | -2%
51 | -4% | 13% | -2%
52 | 1% | 4.7µM* | -23%
53 | 2% | -2% | 1%
54 | 4% | -48% | 1%
55 | 0% | u | 0%
56 | -6% | u | 0%
